# MC4R antagonist – blocks human MC4R cAMP signaling | P32245 | MC4R-expressing cells, MTII-stimulated cAMP, LANCE TR-FRET | inhibition, % at 6.5 µM | 360,000 compounds, 0.48% hits;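 active = inhibition above its plate's cutoff, the mean of tested wells on that plate plus 3 SD, cut at about 29% in these data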;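 note: 0% = Melanotan II alone and 100% = Melanotan II plus saturating MCL0020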
# Target sequence (P32245 whole entry, looked up): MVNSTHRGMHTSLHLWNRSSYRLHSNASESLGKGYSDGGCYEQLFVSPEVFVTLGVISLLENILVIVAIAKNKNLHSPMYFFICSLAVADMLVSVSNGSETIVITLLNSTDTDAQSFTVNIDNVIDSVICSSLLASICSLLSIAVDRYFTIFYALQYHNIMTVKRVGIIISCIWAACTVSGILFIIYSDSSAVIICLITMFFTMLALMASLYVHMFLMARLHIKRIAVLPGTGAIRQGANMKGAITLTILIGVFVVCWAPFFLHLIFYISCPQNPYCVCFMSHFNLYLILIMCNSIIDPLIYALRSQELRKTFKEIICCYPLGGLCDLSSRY
#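 System: U2OS cells stably expressing human melanocortin 4 receptor (MC4R). Reagent: Melanotan II challenge after compound preincubation. Doses: 6.5 µM. Times: 30-min compound, 1-h challenge, 1-h detection, room temperature. Measured by: TR-FRET with Eu-cAMP and labeled anti-cAMP, 671 nm. Replicates: singlicate.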
# MC4R ag barr – activates human MC4R beta-arrestin recruitment. P32245. U2OS MC4R beta-arrestin complementation, luminescence; percent of melanotan II response, DMSO zero. activation, % at 8.9 µM. 360,000 compounds, 0.98% hits. AID 540308;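 active = activation above a per-plate cutoff, the mean activation of sample wells on that plate plus 3 SD, cut at about 8% in these data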
# TLR9-MyD88 inh – blocks human TLR9 binding to MyD88; Q9NR96+Q99836; 340,000 compounds, 0.21% hits; CHO BLA complementation TLR9-MyD88, CCF4 FRET ratio; inhibition, % at 4.98 µM;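 active = inhibition above the mean over all tested compounds plus 3 SD, cut at about 21% in these data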;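 note: 0% = DMSO only wells and 100% = clavulanate BLA inhibitor control wells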
# NR2F2 inh – inhibitors of human COUP-TFII (NR2F2); P24468; HEK293T NGFI-A luciferase reporter, luminescence; inhibition, % at 8.6 µM; 370,000 compounds, 0.7% hits;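 active = inhibition above a per-plate cutoff, mean inhibition of test wells between control levels plus 3 SD, cut at about 38% in these data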;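 note: cells cotransfected with COUP-TFII expression vector driving the NGFI-A reporter; 0% = median of COUP-TF2 test wells and 100% = reporter-only cells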
# Target sequence (P24468 whole entry, looked up): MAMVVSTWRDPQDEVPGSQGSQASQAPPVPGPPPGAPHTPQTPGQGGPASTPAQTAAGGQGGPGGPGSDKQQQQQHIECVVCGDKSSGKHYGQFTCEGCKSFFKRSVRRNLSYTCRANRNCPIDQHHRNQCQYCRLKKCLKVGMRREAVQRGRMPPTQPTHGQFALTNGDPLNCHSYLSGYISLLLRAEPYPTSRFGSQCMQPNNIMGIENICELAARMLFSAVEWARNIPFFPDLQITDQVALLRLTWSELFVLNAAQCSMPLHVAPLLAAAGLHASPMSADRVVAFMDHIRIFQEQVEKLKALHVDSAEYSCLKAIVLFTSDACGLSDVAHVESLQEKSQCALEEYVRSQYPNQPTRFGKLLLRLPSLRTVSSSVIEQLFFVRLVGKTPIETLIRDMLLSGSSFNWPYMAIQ
# ABHD5 PLIN5 PPI – ABHD5-PLIN5 protein interaction inhibition; inhibition, % at 4 µM; Q00G26+Q8WTS1; 360,000 compounds, 0.78% hits; Split G. princeps luciferase complementation, luminescence, 4 h; AID 602281;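 active = inhibition above the mean inhibition across every tested compound plus 3 SD, cut at about 22% in these data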;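 note: 0% = DMSO only wells and the 100% control is not disclosed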
# NCOA2 inhibitor – human SRC2 (NCOA2) inhibition; 370,000 compounds, 0.17% hits; Q15596; inhibition, % at 9 µM; HEK293 GAL4-SRC2 luciferase reporter, luminescence;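 active = inhibition above the mean inhibition of all tested compounds plus 3 SD, set per campaign, cut at about 52% in these data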;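 note: 0% = DMSO treated cells and 100% = cells given Gossypol at 36 µM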
# LMP1 NFkB inh – inhibitors of Epstein-Barr LMP1-induced NF-kappaB reporter. LMP1-induced NF-kappaB luciferase reporter cells, luminescence. AID 504558. inhibition, % at 12.5 µM. 350,000 compounds, 0.69% hits; in the data active = inhibition above about 41%;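 note: 0% = neutral control wells and 100% = reference inhibitor control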
# SRC3 inh – human NCOA3 inhibition | Q9Y6Q9 | HEK293 GAL4-SRC3 luciferase reporter, luminescence | inhibition, % at 3.6 µM | 360,000 compounds, 0.17% hits;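 active = inhibition above a per-campaign cutoff, the mean of all compounds plus 3 SD, cut at about 60% in these data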;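 note: 0% = DMSO-treated cells and 100% = gossypol-treated cells at 36 µM; higher means less SRC3-driven luciferase light from the GAL4 reporter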
# SRC1 inh – inhibitors of human steroid receptor coactivator 1 (SRC1). AID 588354. inhibition, % at 3.6 µM. HEK293 GAL4-SRC1 luciferase reporter, luminescence. Q15788. 360,000 compounds, 0.12% hits;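 active = inhibition above the campaign mean plus 3 SD, with each screening campaign given its own cutoff, cut at about 60% in these data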;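 note: 0% = DMSO treated cells and 100% = gossypol at 36 µM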
# NOD2-RIPK2 inh – blocks binding of human NOD2 to RIPK2; O43353; CHO BLA complementation NOD2-RIPK2, CCF4 ratio; inhibition, % at 4.98 µM; 360,000 compounds, 0.38% hits; AID 624267; in the data active = inhibition above about 21%;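 note: 0% = vehicle only and 100% = reference blocker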
# LRH-1 inv ag – NR5A2 inverse agonism in reporter assay | 360,000 compounds, 0.13% hits | HEK293T StAR-luciferase reporter, LRH-1 transfected, 24 h | O00482 | inhibition, % at 3.6 µM | AID 602396;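 active = inhibition above the mean inhibition of all tested compounds plus 3 SD, cut at about 73% in these data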;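 note: 0% = DMSO wells and 100% = reporter-only cells lacking LRH-1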
# An asterisk follows results filed as active; x = not tested or not shown. Not all compounds are listed; rates above refer to the full screens.
# Start of the data: the first 4 records (preview)
SMILES,MC4R antagonist,MC4R ag barr,TLR9-MyD88 inh,NR2F2 inh,ABHD5 PLIN5 PPI,NCOA2 inhibitor,LMP1 NFkB inh,SRC3 inh,SRC1 inh,NOD2-RIPK2 inh,LRH-1 inv ag
COc1ccc(N(C(C)C(=O)NC2CCCCCC2)S(C)(=O)=O)cc1 (stereo not given),-0.6,-2.2,7.7,-9.1,-6.2,4.0,13.4,-6.7,-5.9,-0.9,-0.6
Cc1ccc(S(=O)(=O)N2C[C@H]3N(C(=O)OC(C)C)N(C(=O)OC(C)C)C[C@H](OC(=O)NCc4ccco4)[C@@]3(O)C2)cc1,3.7,0.3,-6.7,-9.0,1.7,7.3,-3.1,6.3,12.3,6.7,-8.9
O=C(Nc1nnc(-c2ccncc2)s1)Nc1ccccc1F,3.2,-0.9,-6.3,-0.5,0.0,21.0,-6.1,-12.8,-8.7,2.9,-29.2
COc1cc(C(=S)N2CCOCC2)cc(OC)c1OC(=O)c1ccc([N+](=O)[O-])cc1[N+](=O)[O-],20.4,-0.2,-4.9,-3.7,-4.9,8.7,-7.3,-10.0,-9.7,-6.4,2.9

# The whole of this part (from the top)
SMILES,MC4R antagonist,MC4R ag barr,TLR9-MyD88 inh,NR2F2 inh,ABHD5 PLIN5 PPI,NCOA2 inhibitor,LMP1 NFkB inh,SRC3 inh,SRC1 inh,NOD2-RIPK2 inh,LRH-1 inv ag
COc1ccc(N(C(C)C(=O)NC2CCCCCC2)S(C)(=O)=O)cc1 (stereo not given),-0.6,-2.2,7.7,-9.1,-6.2,4.0,13.4,-6.7,-5.9,-0.9,-0.6
Cc1ccc(S(=O)(=O)N2C[C@H]3N(C(=O)OC(C)C)N(C(=O)OC(C)C)C[C@H](OC(=O)NCc4ccco4)[C@@]3(O)C2)cc1,3.7,0.3,-6.7,-9.0,1.7,7.3,-3.1,6.3,12.3,6.7,-8.9
O=C(Nc1nnc(-c2ccncc2)s1)Nc1ccccc1F,3.2,-0.9,-6.3,-0.5,0.0,21.0,-6.1,-12.8,-8.7,2.9,-29.2
COc1cc(C(=S)N2CCOCC2)cc(OC)c1OC(=O)c1ccc([N+](=O)[O-])cc1[N+](=O)[O-],20.4,-0.2,-4.9,-3.7,-4.9,8.7,-7.3,-10.0,-9.7,-6.4,2.9
Cc1nn(-c2ccccc2)c(Cl)c1C(=O)NCc1cccs1,-1.4,-1.0,12.1,-2.6,0.9,-5.1,-13.9,17.4,4.7,4.8,-3.9
O=C(N(c1ccccn1)c1ccccn1)C12CC3CC(CC(C3)C1)C2,3.7,1.1,6.2,6.6,0.8,-15.1,-3.4,3.7,-33.0,9.2,-1.1
COc1ccccc1N1CCN(CC(=O)NCC2CCCO2)CC1 (stereo not given),-3.8,1.2,1.4,-7.4,4.7,13.9,-4.8,8.8,11.0,-6.4,8.6
CCOc1ccccc1N1CCN(C(=O)C2CSC3(C)CCC(=O)N23)CC1 (stereo not given),6.5,2.5,0.2,-27.2,-1.0,-9.9,-0.3,22.0,3.0,-18.5,11.4
CC(=O)Nc1cccc(-c2ccnc3c2CC(C)(C(=O)NCCC(F)(F)F)O3)c1 (stereo not given),-14.4,-1.4,x,0.0,6.2,-0.3,x,4.0,-1.2,0.9,31.7
COCCSc1nnc(NC(=O)C2CCN(C(=O)c3ccco3)CC2)s1,12.5,-1.0,10.8,-8.5,8.2,13.1,-1.0,1.8,-15.9,-12.0,-12.7
CSCCC(NC(=O)COc1ccccc1)C(=O)NCCOc1ccccc1 (stereo not given),0.6,-1.9,-8.4,-20.1,-10.0,-16.9,-3.1,-7.5,-1.5,0.0,-5.7
Cc1ccc(S(=O)(=O)Nc2cc(C(=O)NCCN(C)C)ccc2N2CCCC2)cc1,-4.7,-1.8,-14.3,-13.1,4.4,-11.2,0.0,1.8,-1.2,-14.9,10.7
CC(C)C(=O)N1CCN(c2ccccc2NC(=O)Cc2ccc(Cl)cc2)CC1,2.1,-0.6,-1.8,4.7,1.0,-5.9,3.1,7.7,-2.8,-5.3,-1.8
C=CCNC(=O)C1CC1(c1cccc(C)c1)c1cccc(C)c1 (stereo not given),7.4,-0.1,x,-3.4,-0.4,-0.8,x,-21.5,0.4,-5.6,11.9
Cc1ccccc1N(CC(N)=O)S(C)(=O)=O,5.5,-0.3,-0.1,-16.2,-3.3,13.7,-1.1,12.0,-6.7,-4.2,3.2
CCCc1cc(=O)n2[nH]c(SCc3ccccc3)nc2n1,9.7,-0.2,-3.1,5.8,3.1,-14.6,-2.6,3.7,-1.9,2.9,-14.5
COc1ccc(-c2cc(C(F)(F)F)nc(SCC(=O)NCCN3CCOCC3)n2)cc1OC,0.3,-0.5,-6.7,1.8,-5.9,-20.1,4.2,-5.2,-18.4,9.1,8.2
Nc1cc(N)nc(SCc2cccc(F)c2)n1,-1.1,-0.5,-8.2,-31.1,-0.4,2.8,-15.0,-41.9,-113.0,-15.6,-33.4
COc1ccc(CC(=O)OCC(=O)Nc2ccc3[nH]c(=O)[nH]c3c2)cc1,3.5,-1.6,2.7,-13.4,-7.5,-11.1,-1.4,4.5,9.5,-4.5,7.9
Cc1cccc(C(=O)O/N=C2\CCS(=O)(=O)c3sccc32)c1,7.3,1.9,-1.8,10.5,7.1,26.5,1.3,4.5,-17.6,-18.9,2.6
CSc1nc2ccc(NC(=O)COc3ccccc3F)cc2s1,1.4,10.2*,7.4,-19.9,-0.1,-18.6,-12.9,-39.5,-49.7,7.5,-51.3
COc1ccc(F)cc1S(=O)(=O)Nc1cc2c3c(c1)CC(=O)N3CCC2,-0.5,-3.5,3.3,-5.6,3.0,-7.2,5.7,-0.6,-14.9,-1.6,32.2
Cc1cc(/C=N/NC(=O)c2cccc(F)c2)c(C)n1-c1ccccc1,5.6,-0.8,-6.0,-43.4,-1.8,-52.9,-26.1,-41.8,-37.9,2.7,-146.4
Cc1ccc(NC(=O)COC(=O)CC2CCCC2)cc1Cl,15.4,6.3,7.2,x,-11.2,x,-1.5,9.2,21.4,0.2,-6.7
COc1ccccc1N(CC(=O)Nc1ccc2c(c1)OCCO2)S(=O)(=O)c1ccc(C)cc1,25.6,1.6,4.7,9.4,-6.0,4.6,-1.4,20.1,5.0,-0.3,-57.0
O=C(Nc1nnc(-c2ccco2)o1)c1ccc(N2C(=O)CCC2=O)cc1,-3.4,-2.8,1.1,10.2,-3.6,-28.2,-2.1,17.5,4.2,11.1,20.9
COc1ccccc1/C=C(\NC(=O)c1ccc(OC)c(OC)c1)C(=O)Nc1cccc([N+](=O)[O-])c1,2.4,-0.3,1.1,-6.5,-4.8,-13.3,-3.6,-6.6,8.7,-1.6,-0.5
CCOc1cc(/C=C/C(=O)NCCc2ccc(S(N)(=O)=O)cc2)ccc1OCC(C)C,-1.4,4.2,1.1,20.8,-8.9,-1.3,-1.8,6.7,0.3,-6.4,15.6
CCCCCCCCNC(=O)/C(C#N)=C/c1ccc(SC)cc1,1.2,8.1,-2.4,-5.0,-3.3,5.6,4.2,-6.4,-11.8,4.4,-10.7
CNC(=O)/C=C/c1cc(C(=O)c2ccc(Cl)cc2Cl)cn1C,6.2,-1.3,1.1,-4.6,4.7,7.6,-6.7,8.1,-0.8,-11.5,-14.4
Cc1ccc2c(c1)c1c3n2CCN(C(=O)CCl)C3CCC1 (stereo not given),38.4*,0.7,-4.7,-6.8,3.4,4.2,-33.3,4.8,-5.7,5.5,33.8
Cc1cc(/C=N/NC(N)=S)c(O)c(/C=N/NC(N)=S)c1,3.0,-0.1,5.3,-0.4,5.6,-9.1,2.9,10.1,-14.4,12.7,-2.1
COc1cccc(/C=C2\Oc3cc(OCC(=O)N4CCC[C@H]4C(=O)O)ccc3C2=O)c1,-9.7,-1.2,-7.6,6.6,-3.7,10.5,3.4,-7.2,0.0,2.0,2.9
NNC(=O)CN1C(=O)Nc2ccc(Br)cc2C1c1ccccc1 (stereo not given),1.2,2.5,-11.7,-8.2,1.8,-3.9,-13.4,8.5,-7.0,-1.1,11.7
O=c1[nH]c2ccccc2n1CCC1CCCCC1,-7.3,0.9,-15.5,x,3.1,x,-18.0,-43.9,-38.4,-1.2,-38.3
Cc1cc(NC(=O)/C=C/c2ccccc2)c(C(C)C)cc1O,2.1,-3.9,5.3,3.9,2.9,-26.9,-18.3,8.6,-15.2,0.4,-2.6
CN1CCN(CC(=O)N2c3ccccc3Sc3ccccc32)CC1,12.4,-0.6,4.6,16.9,-1.4,-9.1,3.2,6.4,17.3,12.6,-2.7
CC1CCCCN1CCCNC(=O)c1ccc(N2CCCC2=O)cc1 (stereo not given),17.9,0.6,-8.9,-13.4,-0.6,-29.9,-1.3,6.3,-16.6,1.2,-8.9
CCCS(=O)(=O)c1c(S(=O)(=O)CCC)c2c(C)cccn2c1C(N)=O,-1.1,1.0,2.3,1.9,-2.8,-35.9,-1.2,8.1,-11.9,6.8,-8.2
Cn1nc(-c2ccccc2)c(CO)c1Oc1ccc(F)cc1,-1.9,-1.6,-0.5,1.3,-5.9,6.0,-1.8,-6.4,7.0,-6.5,2.4
CCOC(=O)c1cc(-c2ccccc2)sc1N,7.2,-2.0,-1.2,-44.1,-7.6,-29.4,-43.7,-60.3,-76.5,-2.8,-78.0
O=C(N/N=C/c1ccc(Br)s1)c1ccccc1[N+](=O)[O-],0.0,3.3,0.1,-4.2,2.0,-14.4,-6.5,0.6,0.9,0.4,-7.9
CCCCCC(=O)Nc1ccc(S(=O)(=O)Nc2nccc(C)n2)cc1,0.1,-0.3,-3.4,-13.9,-0.8,4.2,-1.5,-1.0,1.8,2.6,3.6
CC(Oc1cc2oc(=O)c3c(c2cc1Cl)CCCC3)C(=O)NCc1ccccn1 (stereo not given),1.7,-2.6,0.2,-10.4,-5.2,12.9,2.5,7.7,6.8,-12.7,5.2
CN(Cc1ccccc1)C(=O)c1cnc(Cc2c[nH]c3ccccc23)c(I)c1,15.9,3.3,x,6.5,-7.4,13.3,x,6.7,-3.3,-7.5,19.9
COc1ccc(C(=O)C(C)OC(=O)CNC(=O)C2CCCCC2)cc1 (stereo not given),15.7,-3.4,-7.4,-0.7,-7.1,19.4,2.2,5.4,-8.4,-3.0,14.5
Cn1nc(C(=O)N2CCc3ccccc32)c2ccccc2c1=O,1.0,-2.5,0.3,-9.4,-6.0,8.8,4.4,13.8,-48.8,8.3,2.6
CC1CCCN(CCOc2ccc(Br)cc2)C1 (stereo not given),-4.4,0.4,-6.1,12.1,16.9,-49.5,-11.7,20.4,-8.2,-2.0,6.6
